ssDAF-12 act: activators of S. stercoralis DAF-12 nuclear receptor. AID 652126. HEK293 ssDAF-12/GRIP1 lit1-tk-luc reporter, luminescence; % of 3 µM dafachronic acid response. activation, % at 6.8 µM. 370,000 tested, 1% active;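 active = activation above the mean over all tested compounds plus 3 SD, cut at about 0.9% in these data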;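 note: 0% = DMSO-only wells and 100% = 3 µM delta7-dafachronic acid wells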
FXN GAA850 act: activators of GAA850 frataxin (FXN) promoter; HEK293 lucGAA850 FXN promoter luciferase reporter, 24 h; percent of 10 µM SAHA response; activation, % at 6 µM; 360,000 tested, 0.56% active; AID 540364;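 active = activation above the average of all compounds screened plus 3 SD, cutoff fixed separately per campaign, cut at about 7.5% in these data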;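 note: 0% = DMSO wells and 100% = 10 µM SAHA wells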
DAX1 inh-1: DAX1 (NR0B1) inhibition, primary screen | HEK293T StAR-luciferase reporter, SF-1/DAX-1 repression relief | inhibition, % at 6.8 µM | 370,000 tested, 1.1% active | AID 652010;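 active = inhibition above the mean over all tested compounds plus 3 SD, cut at about 3.6% in these data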;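 note: 0% = DAX-1 cells with DMSO and 100% = cells lacking DAX-1 with DMSO; higher inhibition means more luminescence from relief of DAX-1 repression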
DAX1 inh-2: inhibitors of human orphan nuclear receptor DAX1 (NR0B1); HEK293 Gal4-DAX1 luciferase reporter, luminescence; inhibition, % at 6.75 µM; 340,000 tested, 0.99% active; AID 504766;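 active = inhibition above the mean over all tested compounds plus 3 SD, cut at about 4.2% in these data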;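 note: 0% = DAX1-transfected cells with DMSO and 100% = empty-vector control cells with DMSO; inhibition shows as a rise in luminescence from relieved DAX1 repression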
hcDAF-12 act: H. contortus DAF-12 activation, primary screen | 370,000 tested, 1.4% active | HEK293 hcDAF-12 lit1-tk-luc reporter, luminescence; 0% DMSO, 100% Δ7-dafachronic acid | activation, % at 6.8 µM;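 active = activation above the mean of all tested compounds plus 3 SD, cut at about 5.5% in these data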;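 note: 100% = response to 3 µM Δ7-dafachronic acid high control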
PLC-beta3 inh: blocks human PLC-beta3 enzyme activity; inhibition, % at 12.2 µM; 370,000 tested, 0.18% active; Purified PLC-beta3, fluorogenic substrate, fluorescence; in the data active = inhibition above about 11%;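 note: 0% = median of compound wells on plate and 100% = full blocker control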
Target sequence (Q01970 whole entry, looked up): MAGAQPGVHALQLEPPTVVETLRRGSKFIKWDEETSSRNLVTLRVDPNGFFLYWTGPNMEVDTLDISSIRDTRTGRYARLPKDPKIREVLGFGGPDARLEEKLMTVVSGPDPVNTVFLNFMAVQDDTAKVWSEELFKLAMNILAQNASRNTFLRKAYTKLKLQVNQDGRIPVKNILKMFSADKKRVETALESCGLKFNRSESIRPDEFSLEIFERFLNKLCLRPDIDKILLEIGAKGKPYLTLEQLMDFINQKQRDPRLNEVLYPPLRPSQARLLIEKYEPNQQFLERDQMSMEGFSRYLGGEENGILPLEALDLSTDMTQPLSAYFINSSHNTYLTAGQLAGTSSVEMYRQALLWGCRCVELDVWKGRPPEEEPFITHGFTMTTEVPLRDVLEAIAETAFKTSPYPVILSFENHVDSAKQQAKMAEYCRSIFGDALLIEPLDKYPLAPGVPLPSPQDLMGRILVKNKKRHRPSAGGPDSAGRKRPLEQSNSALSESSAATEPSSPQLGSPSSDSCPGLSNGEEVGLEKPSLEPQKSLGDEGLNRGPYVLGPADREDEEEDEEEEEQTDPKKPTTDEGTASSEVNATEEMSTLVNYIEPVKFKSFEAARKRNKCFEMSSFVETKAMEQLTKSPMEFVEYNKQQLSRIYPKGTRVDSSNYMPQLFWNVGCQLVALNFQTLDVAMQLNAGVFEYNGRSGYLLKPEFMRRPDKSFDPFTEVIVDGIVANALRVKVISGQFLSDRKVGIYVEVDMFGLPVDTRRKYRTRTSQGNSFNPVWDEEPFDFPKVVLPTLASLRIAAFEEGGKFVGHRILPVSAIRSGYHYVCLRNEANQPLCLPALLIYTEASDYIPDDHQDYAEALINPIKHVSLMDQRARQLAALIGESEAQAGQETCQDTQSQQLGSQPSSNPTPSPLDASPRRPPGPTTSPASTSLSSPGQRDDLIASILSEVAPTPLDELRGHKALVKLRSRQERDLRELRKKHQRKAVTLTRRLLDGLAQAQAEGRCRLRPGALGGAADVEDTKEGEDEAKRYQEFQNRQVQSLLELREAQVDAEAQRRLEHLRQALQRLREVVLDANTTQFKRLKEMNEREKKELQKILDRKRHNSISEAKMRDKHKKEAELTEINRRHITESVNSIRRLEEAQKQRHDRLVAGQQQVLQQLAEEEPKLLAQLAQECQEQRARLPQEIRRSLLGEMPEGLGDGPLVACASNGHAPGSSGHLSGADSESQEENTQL
PLC-gamma1 inh: inhibitors of human phospholipase C gamma1 | P19174 | purified PLC-gamma1, fluorogenic substrate, fluorescence | inhibition, % at 12.2 µM | 370,000 tested, 0.84% active; in the data active = inhibition above about 9.5%
hgDAF-12 ag: hgDAF-12 agonism, primary luciferase screen. activation, % at 6.8 µM. AID 687014. 370,000 tested, 1.8% active. HEK293 GAL4-hgDAF12 UAS-luciferase reporter, agonist luminescence; normalized to butyrate control;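 active = activation above a cutoff set at the mean of all screened compounds plus 3 SD, cut at about 10% in these data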;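 note: 0% = DMSO wells and 100% = sodium butyrate wells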
ADAM17 inh: inhibitors of human ADAM17; P78536; recombinant ADAM17, EDANS/DABCYL FRET peptide cleavage; inhibition, % at 6.95 µM; 370,000 tested, 0.83% active;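 active = inhibition above the mean of compounds lying between control limits plus 3 SD, set per campaign, cut at about 8.5% in these data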;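 note: 0% = DMSO-only wells as the low control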
HGIII-sPLA2 inh: Blocks human group III sPLA2 activity; Q9NZ20; QFRET BODIPY PC-A2 liposome hydrolysis, fluorescence; inhibition, % at 12.2 µM; 370,000 tested, 0.56% active;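 active = inhibition above mean plus 3 SD of compounds lying within the high and low control bounds, cut at about 19% in these data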;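 note: 0% = median of test compound wells and 100% = no enzyme DMSO wells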
ADAM10 inh: inhibitors of human ADAM10 | inhibition, % at 7 µM | 370,000 tested, 0.62% active | O14672 | recombinant ADAM10, EDANS/DABCYL FRET peptide cleavage, 3 h;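 active = inhibition above a per-campaign cutoff equal to the mean of compounds falling between control-based bounds plus 3 SD, cut at about 20% in these data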;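 note: 0% = DMSO wells while the 100% control is not disclosed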
* = called active by the depositor; x = not tested or not shown.

SMILES	ssDAF-12 act	FXN GAA850 act	DAX1 inh-1	DAX1 inh-2	hcDAF-12 act	PLC-beta3 inh	PLC-gamma1 inh	hgDAF-12 ag	ADAM17 inh	HGIII-sPLA2 inh	ADAM10 inh
COc1cccc(/C=C/C(=O)Nc2ccc(OC)nc2)c1	-1.4	4.5	0.3	-0.8	-0.8	8	1	3.9	-4	-4	-6
COc1ccc(C2C(C(=O)c3sc(C)nc3C)=C(O)C(=O)N2CCN(C)C)cc1OC (stereo unspecified)	-1.4	0.8	0.4	-0.6	0.5	1	2	0.1	2	-6	0
O=C(CCCCCN1C(=O)c2ccccc2C1=O)NC1CCCC1	-0.9	-0.9	0.0	-0.3	-0.9	0	-1	1.4	0	1	11
Cc1ccc(NC(=O)CN(C)C(=O)Cc2ccc(Cl)cc2Cl)cc1	-0.8	1.7	-0.2	-0.7	-0.5	0	11*	-0.9	6	-13	30*
CC1CC(=O)Nc2ccccc2S1(=O)=O (stereo unspecified)	-1.6	1.1	0.3	1.0	-0.9	0	0	-1.5	-8	5	0
COc1ccc(NC(=O)c2nnn(Cc3cccc(F)c3)c2N)c(OC)c1	-1.8	0.1	0.7	-3.8	-1.8	4	3	-2.6	2	-4	0
CC(C)COc1ccc(-c2nnc(-c3ccco3)o2)cc1	0.8	3.4	3.7*	-0.1	4.5	-11	-9	10.0	-29	-2	-110
CC1CC(C)(C)NC(=S)N1CC(=O)N(C)Cc1ccccc1 (stereo unspecified)	-0.9	0.8	-0.7	-1.4	-1.7	3	3	-1.4	-2	2	-3
CCC(C)NCCCCOc1ccc(Br)cc1 (stereo unspecified)	-0.4	-0.1	0.1	0.6	0.8	-2	2	1.9	-1	13	1
CCN(CC(=O)Nc1cccc(OC)c1)C(=O)C1CCN(C(=O)Nc2ccccc2)CC1	-0.8	-3.5	0.1	-0.7	-0.7	2	2	0.2	-2	3	4
Cc1ccc(NC(=O)CN(C)C(=O)COC(=O)/C=C/c2cccs2)cc1	-0.7	2.2	2.5	-0.7	-0.7	-7	-1	-0.2	0	-3	5
Cc1cccc(OCC(=O)Nc2ccc(N3CCN(C(=O)c4ccco4)CC3)cc2)c1	-2.4	-5.6	-2.8	-3.0	-5.3	3	5	-7.8	4	-6	9
O=C(c1cscn1)N1CCCC(N2CCN(c3ccc(F)cc3)CC2)C1 (stereo unspecified)	-0.6	-1.1	0.4	-0.1	1.6	-8	1	-2.2	-5	4	-1
Cc1cc(C)c(NC(=O)Cn2c(=O)n(-c3ccc(CC(=O)NCC4CCCO4)cc3)c(=O)c3ccccc32)c(C)c1 (stereo unspecified)	-1.8	1.6	0.1	4.0	1.0	-4	7	-0.4	0	-2	8
CN(C)C(=O)CSc1nnc(-c2ccncc2)n1Cc1ccco1	-0.9	0.3	0.5	1.9	-1.7	2	1	1.1	1	5	10
CCc1cccc(NC(=O)Cn2c(=O)oc3cc(S(=O)(=O)N4CCOCC4)ccc32)c1	-1.5	0.0	-2.5	-1.6	-2.5	0	1	-4.7	-4	-4	-10
CCn1c(SCC(=O)c2c[nH]c3ccccc23)nnc1-c1cccs1	-0.5	-4.0	-0.2	0.8	1.4	-2	9	-1.0	3	-10	-1
COc1ccc(Cc2nnc(Nc3ccc(C)cc3)o2)cc1OC	-1.7	1.6	-0.3	1.5	-2.3	-9	0	-1.5	-2	0	-1
O=C(Cn1c(NCCCO)nc2ccccc21)c1ccc([N+](=O)[O-])cc1	-0.4	-0.4	-0.2	0.7	-1.3	-3	2	0.7	1	-26	0
FC(F)(F)c1cc(Nc2ccccc2)nc(-c2ccccn2)n1	-1.6	1.4	-0.8	-1.7	-3.0	-10	0	-0.9	-2	-5	0
O=P(O)(O)c1ccccc1OCCOCCOCCOCCOc1ccccc1P(=O)(O)O	0.2	3.5	2.6	4.4*	4.5	2	-1	6.8	1	1	1
COc1ccc(/C=N/NC(=O)c2c(-c3ccccc3)noc2C)cc1[N+](=O)[O-]	-1.3	-0.1	-4.5	-1.2	-2.5	0	-1	-1.0	1	-2	12
O=C(O)c1c2c(nc3ccc(S(=O)(=O)N4CCC(C(=O)NC5CCCCCC5)CC4)cc13)CCCC2	-1.2	-2.4	-0.7	-0.7	-0.3	-47	-28	-1.5	-7	7	-40
CC(=O)Nc1cc(NC(C)=O)cc(C(=O)OCC(=O)Nc2ccc(S(=O)(=O)NC3=NCCCCC3)cc2)c1	-0.8	-1.1	1.0	0.1	2.4	-6	-3	-1.7	-4	2	-5
COc1cccc(-c2cc3nc(NCc4cccnc4)n(C)c(=O)c3s2)c1	1.0*	5.7	2.0	x	5.1	-19	-14	8.9	-4	-4	-18
Fc1cc(Br)ccc1NC(=S)NCCc1ccccc1	-0.5	0.6	0.9	-0.6	-0.8	1	0	5.8	1	3	4
Oc1ccc(C[C@@H](CN2CCC[C@@H]2CN2C(=S)NC[C@@H]2Cc2ccccc2)N2C[C@H](Cc3ccccc3)N(CCc3ccccc3)C2=S)cc1	-1.2	x	-1.7	x	0.4	6	6	-2.8	8	-5	18
O=C(/C=C/c1ccc(Cl)c(Cl)c1)N1CCOCC1	-0.9	5.2	1.2	1.6	1.1	-8	0	4.3	-5	6	-5
CCOc1ccc(S(=O)(=O)N2CCN(C(=O)c3ccco3)CC2)cc1	-1.0	1.1	-0.1	0.5	-2.4	-1	6	-1.4	2	1	8
Cc1ccc(OCCCn2c(CO)nc3ccccc32)cc1	-0.5	4.1	0.2	0.2	-0.3	0	2	5.8	-1	-6	-1
COc1cc(C(CCN2CCN(c3ccccc3)CC2)c2c(OC)cc(OC)c3c(C)cc(=O)oc23)cc(OC)c1OC (stereo unspecified)	-1.9	4.2	-1.4	0.0	-2.3	-12	-4	-6.0	0	-12	-1
Fc1ccc(NC(=S)N2CCc3ccccc32)cc1	0.2	2.1	0.2	0.9	2.3	-6	0	-1.1	3	1	-1
CCCCCCn1ccc(=N)cc1	-1.9	-1.9	-3.2	-2.5	-4.4	2	1	-10	4	7	-4
O=C(Nc1ccc(N2CCCC2)cc1)c1ccccc1[N+](=O)[O-]	-1.4	0.6	0.0	0.8	-1.4	3	4	0.5	-4	14	-8
O=C(O)CC(C(=O)OCC1CCCO1)N1CCOCC1 (stereo unspecified)	-0.9	-0.6	-0.6	1.5	-1.3	4	3	-0.9	-1	4	6
COc1ccc(Cc2c(-c3ccc(F)cc3)nc3ccc(Cl)cn23)c(C)c1	0.0	x	2.6	x	3.8	-26	-17	7.9	-3	6	-24
O=C(COc1ccccc1Cl)Nc1nnc(S(=O)(=O)N2CCCC2)s1	-1.4	1.0	0.1	1.2	4.1	1	1	3.5	-1	4	1
COc1ccc(C(=O)Nc2nc(CC(=O)NCCc3cccc(OC)c3)cs2)cc1	-0.5	1.3	2.6	-0.6	0.1	-8	-4	2.3	1	-6	4
Cc1ccc(S(=O)(=O)N2CCN(Cc3cc(C(C)(C)C)ccc3O)CC2)cc1	-1.3	0.2	-0.4	0.5	-1.1	-5	1	4.5	0	-3	3
N#CCCCCN1CCCC1	-0.9	1.7	-0.7	2.9	-2.2	-8	-1	-1.3	-3	0	0
CCOC(=O)CP(=O)(c1ccccc1)c1ccccc1	-0.9	2.6	0.4	0.9	-0.3	1	-3	-0.5	-6	-1	-7
C/C(=N/NC(=O)CNC(=O)CCc1ccccc1)c1ccc(Cl)cc1	-0.9	1.8	-0.1	-0.7	1.1	-9	2	2.0	-7	19	-6
COc1cccc(NS(=O)(=O)c2cn(C)c(=O)n(C)c2=O)c1	-1.4	1.2	0.8	-0.1	1.4	0	-2	1.4	-4	17	-11
CCN1C(=O)c2ccccc2Sc2ccc(C(=O)NCCCN3CCCCC3)cc21	-1.1	0.3	0.7	0.5	0.5	-5	-1	1.0	-1	-4	3
CCOC(=O)c1sc(C)c(C(=O)NCC(C)(C)CN(C)C)c1N	-1.4	1.8	0.6	0.9	-1.0	-87	-76	0.3	-27	2	-83
O=S(=O)(c1ccc(F)cc1)N1CCN(Cc2ccccn2)CC1	-1.7	3.7	-1.0	0.4	-1.1	2	1	-3.8	-5	1	5
COC(=O)Cc1nnn2c1[C@H](C)[C@H](c1ccccc1Br)OC[C@H](C)C2	-1.5	x	-1.2	x	-1.1	-1	2	0.0	0	-6	-1
Cn1c(NC(=O)c2cccs2)c(-c2cccs2)c(=O)c2ccccc21	-0.4	-0.5	0.3	0.5	1.2	-10	-3	1.3	-5	3	2
O=C(CCS(=O)(=O)c1ccccc1Cl)NC1CCCCCC1	-1.0	2.9	1.6	0.7	-0.5	-5	3	6.0	-5	8	-9
O=C(NCc1ccccc1)c1cccnc1	-0.8	3.2	0.3	-0.3	-0.7	-6	0	-0.2	0	0	-1
More records
SMILES	ssDAF-12 act	FXN GAA850 act	DAX1 inh-1	DAX1 inh-2	hcDAF-12 act	PLC-beta3 inh	PLC-gamma1 inh	hgDAF-12 ag	ADAM17 inh	HGIII-sPLA2 inh	ADAM10 inh
Cn1nnnc1SCC(=O)NCc1ccccc1	-1.3	1.9	-0.6	-0.2	0.1	-3	-1	3.0	-3	12	4
COc1ccc(C(=S)N2CCOCC2)cc1OC(=O)c1ccccc1	-1.3	0.9	0.2	-0.1	-0.4	2	2	0.2	0	0	-5
CC1CCN(C(=O)/C(=C\c2ccccc2)NC(=O)c2ccccc2)CC1	-1.5	1.7	-0.2	-0.2	-2.9	-6	-2	1.5	1	-3	1
O=C(COC(=O)c1cc(Cl)nc(Cl)c1)Nc1ccc(Cl)c(S(=O)(=O)N2CCOCC2)c1	-1.4	0.2	-0.1	-0.4	-0.3	-7	-2	-1.9	-6	16	-13
COC(=O)c1cc(=O)n(Cc2ccc3c(c2)OCO3)c(=Nc2ccc(F)c(Cl)c2)s1	-0.3	1.0	0.3	1.1	0.5	2	3	-3.9	-1	5	-15
Cc1ccc(NC(=O)CN2C(=O)C(=O)N(C3CCCC3)C2=O)cc1Cl	-1.2	-1.6	-0.2	0.5	0.4	-10	1	0.5	0	3	-3
COc1ccccc1NS(=O)(=O)c1c(C(=O)N2CCCC2)c(C)n(C)c1C	-0.9	-0.4	-0.1	0.3	0.7	-3	0	-0.7	1	2	1
O=C(NCc1ccco1)C1CCCN1S(=O)(=O)c1ccc2ccccc2c1 (stereo unspecified)	-1.6	1.4	0.2	-0.4	-1.9	0	2	-1.1	-4	-5	-2
O=C(NCCCN1CCOCC1)C(=O)N/N=C/c1ccccc1O	-1.0	-0.1	1.5	0.8	-1.5	-20	-5	1.9	-6	0	-13
CCOC(=O)c1c(C)[nH]c(C(=O)Cn2nnc(-c3ccccc3)n2)c1C	-1.6	1.9	-0.2	2.4	-1.8	-2	1	-2.0	-5	-28	0
CC(=O)c1ccc(OC(=O)COc2ccccc2Cl)cc1	-0.4	2.3	-0.3	0.0	-0.1	-2	2	-2.0	-4	6	-3

Structures listed above that bear a hit mark in ADAM10 inh:
molecule	ssDAF-12 act	DAX1 inh-1	DAX1 inh-2	hcDAF-12 act	PLC-beta3 inh	PLC-gamma1 inh	ADAM17 inh	HGIII-sPLA2 inh	ADAM10 inh
Cc1ccc(NC(=O)CN(C)C(=O)Cc2ccc(Cl)cc2Cl)cc1	-0.8	-0.2	-0.7	-0.5	0	11*	6	-13	30*

Compound activity as filed in PubChem.
